# High-throughput results deposited in PubChem BioAssay by several laboratories.
# PfHsp40 yeast: rescue of PfHsp40-mediated yeast toxicity. S. cerevisiae expressing PfHsp40, growth rescue, ATP luminescence. growth rescue, % at 12.5 µM. 340,000 compounds, 0.68% hits. AID 504582; in the data active = growth rescue above about 28%, passing the limit was not always enough; inconclusive = no clear call, values can overlap the other calls;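 also: yeast W303a lacking pdr1 and pdr3 grown in galactose medium; growth measured after three days at 30 °C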
# PrPC surface inh: reduces human prion protein on the cell surface. inhibition, % at 13.8 µM. cell surface PrPC, TR-FRET read-out. 370,000 compounds, 0.43% hits. P04156. AID 720596; in the data active = inhibition above about 24%; also: 0% = median of the test wells and 100% = reference compound wells
# TcdB GH inh: blocks C. difficile toxin B glycohydrolase activity; P18177; TcdB glycohydrolase enzymatic assay, plate reader; inhibition, % at 9.99 µM; 350,000 compounds, 0.24% hits; AID 652162; in the data active = inhibition above about 10%
# Target sequence (P18177 whole entry, looked up): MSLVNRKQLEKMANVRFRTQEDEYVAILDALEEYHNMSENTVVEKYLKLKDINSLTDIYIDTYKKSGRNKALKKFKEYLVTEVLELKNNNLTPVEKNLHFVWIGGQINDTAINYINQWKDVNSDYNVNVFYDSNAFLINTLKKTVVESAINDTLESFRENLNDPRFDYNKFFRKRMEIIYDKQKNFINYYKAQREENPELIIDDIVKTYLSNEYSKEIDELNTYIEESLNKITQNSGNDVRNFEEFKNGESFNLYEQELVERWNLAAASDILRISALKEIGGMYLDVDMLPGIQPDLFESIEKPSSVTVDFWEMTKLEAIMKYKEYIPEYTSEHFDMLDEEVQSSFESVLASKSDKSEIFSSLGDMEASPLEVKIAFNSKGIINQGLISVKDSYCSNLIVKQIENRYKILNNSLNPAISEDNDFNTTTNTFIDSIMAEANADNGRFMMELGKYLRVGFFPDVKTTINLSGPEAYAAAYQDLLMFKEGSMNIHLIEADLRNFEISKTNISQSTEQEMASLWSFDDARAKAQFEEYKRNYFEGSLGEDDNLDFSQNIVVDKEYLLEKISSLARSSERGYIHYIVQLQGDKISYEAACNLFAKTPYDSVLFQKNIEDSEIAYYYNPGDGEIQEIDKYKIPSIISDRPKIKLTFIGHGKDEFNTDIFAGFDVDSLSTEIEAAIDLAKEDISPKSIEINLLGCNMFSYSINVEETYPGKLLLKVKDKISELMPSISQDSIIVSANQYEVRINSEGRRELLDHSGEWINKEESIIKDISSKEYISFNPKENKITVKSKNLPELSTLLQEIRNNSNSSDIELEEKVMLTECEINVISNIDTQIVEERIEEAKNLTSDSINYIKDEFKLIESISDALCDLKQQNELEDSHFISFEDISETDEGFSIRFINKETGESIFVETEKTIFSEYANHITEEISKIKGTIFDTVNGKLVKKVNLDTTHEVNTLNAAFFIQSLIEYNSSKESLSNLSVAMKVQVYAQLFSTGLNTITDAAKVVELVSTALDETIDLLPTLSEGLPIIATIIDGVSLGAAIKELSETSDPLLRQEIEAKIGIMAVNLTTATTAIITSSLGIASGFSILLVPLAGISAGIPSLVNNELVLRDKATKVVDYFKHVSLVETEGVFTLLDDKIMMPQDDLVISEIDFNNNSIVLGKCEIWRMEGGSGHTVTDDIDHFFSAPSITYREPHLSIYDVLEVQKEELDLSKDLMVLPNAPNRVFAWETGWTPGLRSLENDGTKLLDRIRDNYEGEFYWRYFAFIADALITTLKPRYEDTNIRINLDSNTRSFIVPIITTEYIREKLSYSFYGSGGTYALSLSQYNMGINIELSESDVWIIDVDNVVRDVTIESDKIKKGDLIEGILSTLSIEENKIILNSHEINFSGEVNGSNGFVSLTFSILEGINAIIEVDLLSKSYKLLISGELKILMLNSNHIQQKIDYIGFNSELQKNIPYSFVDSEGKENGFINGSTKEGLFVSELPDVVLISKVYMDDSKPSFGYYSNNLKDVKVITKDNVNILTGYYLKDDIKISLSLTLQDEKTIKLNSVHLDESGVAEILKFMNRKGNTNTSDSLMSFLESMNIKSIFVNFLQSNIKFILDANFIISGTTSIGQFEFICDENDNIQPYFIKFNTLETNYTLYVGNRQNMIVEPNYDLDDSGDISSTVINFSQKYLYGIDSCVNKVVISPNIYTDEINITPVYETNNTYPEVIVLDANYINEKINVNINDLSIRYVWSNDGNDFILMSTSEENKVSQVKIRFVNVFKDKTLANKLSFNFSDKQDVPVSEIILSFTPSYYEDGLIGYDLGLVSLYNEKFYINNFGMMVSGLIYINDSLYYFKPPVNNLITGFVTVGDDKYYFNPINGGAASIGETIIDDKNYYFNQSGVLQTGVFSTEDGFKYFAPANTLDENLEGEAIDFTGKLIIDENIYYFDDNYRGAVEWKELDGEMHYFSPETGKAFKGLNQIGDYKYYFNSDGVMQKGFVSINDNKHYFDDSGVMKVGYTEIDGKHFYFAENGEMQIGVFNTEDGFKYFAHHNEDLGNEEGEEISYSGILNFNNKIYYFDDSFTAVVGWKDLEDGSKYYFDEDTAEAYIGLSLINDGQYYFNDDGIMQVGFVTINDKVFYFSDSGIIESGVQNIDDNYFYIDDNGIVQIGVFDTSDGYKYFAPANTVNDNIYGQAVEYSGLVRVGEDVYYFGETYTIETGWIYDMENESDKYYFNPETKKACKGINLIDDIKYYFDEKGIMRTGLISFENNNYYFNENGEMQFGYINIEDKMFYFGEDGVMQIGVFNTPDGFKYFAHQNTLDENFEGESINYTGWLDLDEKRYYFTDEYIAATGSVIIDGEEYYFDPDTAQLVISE
# FadD28 binding: M. tuberculosis FadD28 bisubstrate binding inhibition; FadD28 bisubstrate probe binding, fluorescence polarization; inhibition, % at 12.5 µM; 360,000 compounds, 0.22% hits; AID 588549; in the data active = inhibition above about 8.5%, passing the limit was not always enough; inconclusive = no clear call, values can overlap the other calls
# CCHF vOTU inh: blocks the CCHF virus ovarian tumor domain protease. CCHFV vOTU protease, Pep-AMC fluorescence. inhibition, % at 11.5 µM. 370,000 compounds, 0.55% hits. AID 651958; in the data active = inhibition above about 30%; also: 0% = vehicle wells with enzyme and 100% = no enzyme wells
# BoNT-F LC inh: inhibitors of Botulinum neurotoxin F light chain protease | inhibition, % at 10 µM | Multiplex microsphere protease cleavage assay, flow cytometry | 360,000 compounds, 0.22% hits; in the data active = inhibition above about 35%, passing the limit was not always enough; inconclusive = no clear call, values can overlap the other calls; also: plate controls were buffer without enzyme for full effect and enzyme alone for no effect
# Y pestis TopoI: blocks Yersinia pestis topoisomerase I activity. Y. pestis Topo-I cleavage product accumulation, plate reader. activity, % at 10 µM. 360,000 compounds, 0.064% hits. AID 504884; in the data active = activity above about 50%, passing the limit was not always enough; inconclusive = no clear call, values can overlap the other calls; also: inactives centre near 2
# BoNT A protease: inhibitors of Botulinum neurotoxin A light chain protease | 360,000 compounds, 0.17% hits | multiplex microsphere protease substrate cleavage, flow cytometry | inhibition, % at 10 µM; also: plate controls were buffer without enzyme for full effect and enzyme alone for no effect
# Anthrax LF inh2: blocks Bacillus anthracis lethal factor protease | multiplex microsphere protease cleavage assay, LF | P15917 | inhibition, % at 10 µM | 360,000 compounds, 0.12% hits; also: plate controls were buffer without enzyme for full effect and enzyme alone for no effect
# Starred values were filed as active, the others as inactive; u = inconclusive; x = not tested or not shown. Rule as the data show it, unless noted: active = inhibition above about 30%; inconclusive = no clear call, values can overlap the other calls; inactive = below that.
SMILES,PfHsp40 yeast,PrPC surface inh,TcdB GH inh,FadD28 binding,CCHF vOTU inh,BoNT-F LC inh,Y pestis TopoI,BoNT A protease,Anthrax LF inh2
COc1cccc(N2CCN(c3ncnc4c3cnn4-c3ccc(C)cc3C)CC2)c1,-1.1,34*,1.9,-1.3,-1,-4,25,-1.1,-1
Cc1ccc(S(=O)(=O)NCCc2nc3ccccc3[nH]2)cc1,-0.6,1,-0.1,-0.8,2,-15,-5,-0.4,4
CCNC(=O)c1cc(Cl)ccc1OC,0.5,-5,-0.2,-0.6,5,0,-4,-0.1,-2
Cc1nc(SCC(=O)Nc2cc(C)on2)c2c(=O)n(C)c(=O)n(C)c2n1,-0.1,0,1.5,-4.5,7,12,-2,0.8,2
CCOC(=O)c1[nH]c(C)c(C(=O)/C=C/c2ccc(C(=O)O)cc2)c1C,17,-11,0.7,-5.5,4,-11,2,-1.4,0
COc1ccc(C2=NN(C(=O)c3ccccc3)C(c3ccccc3)C2)c(O)c1 (configuration not stated),0.5,1,0.7,0.9,-8,0,-3,0.5,11
CSc1ccc(/C=C(/NC(=O)c2ccco2)C(=O)NCc2ccco2)cc1,-0.5,-13,1.8,0.2,7,-2,13,-2.6,-1
COc1ccc2cc(C(=O)N(C)CC(=O)Nc3ccccc3Br)ccc2c1,-0.5,31*,1.8,-1.5,-2,-3,32,0.8,-7
COc1cc2c3cc1Oc1cc(ccc1O)C[C@@H]1c4c(cc(OC)c(O)c4Oc4cccc(c4)C[C@@H]3N(C)CC2)CC[N+]1(C)C,0.3,9,-6.7,0.5,3,-4,0,-0.4,3
Cc1c(C)[n+](=O)c(C)c(C)n1[O-],-0.3,-5,0.8,-1.5,4,0,1,0.0,-3
O=C(O)c1ccccc1C(=O)N(Cc1ccccc1)Cc1ccccc1,1.8,-2,x,-1.3,-4,-3,13,-0.5,-14
COc1ccc(-c2nc(CN3CCC(C(=O)N4CCOCC4)CC3)c(C)o2)cc1OC,-0.8,1,0.1,-0.5,0,4,0,0.0,-5
CN(/C(=N/S(=O)(=O)c1cccs1)c1ccccc1)c1ccccc1,0.6,8,x,0.0,-1,0,6,-0.2,-1
CC(=O)N1c2ccc(S(=O)(=O)N3CCCC(C(=O)N4CCC(C)CC4)C3)cc2CC1C (configuration not stated),-1.6,12,1.0,-2.9,-4,-5,12,-0.5,-5
CCOC(=O)C1(CC)NC(c2ccco2)C2C(=O)N(C)C(=O)C21 (configuration not stated),0.4,3,x,-2.3,9,-10,-1,-0.7,2
N#CC(C#N)=CC1=C2OC(c3ccccc3)=CC(c3ccccc3)=C2CCC1,1.7,-3,x,-0.1,-12,4,0,0.8,-5
Cc1ccc2[nH]c(=O)c(CN(Cc3ccco3)C(=O)CN3CCCC(C)C3)cc2c1 (configuration not stated),1.7,-5,1.3,0.3,1,-7,16,-0.7,-4
COc1[nH]c(/N=C/c2ccccc2)c(C#N)c1C#N,-1.5,0,x,28*,-3,-31,3,-2.4,-9
OC(CNC1CCCc2ccccc21)COc1ccc2ccccc2c1 (configuration not stated),-0.2,-6,0.7,-1.4,-4,-11,14,-0.1,0
CN(C(=O)C1CCN(S(=O)(=O)c2cccs2)CC1)c1ccccc1,-0.8,7,-2.6,-3.9,18,-3,2,0.1,-2
O=C(CN1C(=O)COc2ccc(Cl)cc21)Nc1ccccn1,-0.7,-1,-0.5,-0.7,-2,u,8,2.5,-10
CCCN1C(=O)/C(=C\C=C2\N(CC)c3ccccc3C2(C)C)SC1=S,-1.1,7,2.0,0.1,5,-20,14,8.1,-3
CCCOc1ccc2c3c(c(=O)oc2c1OCCC)CCC3,2.6,-3,x,-4.9,6,1,44,-0.7,-1
O=C(CN(Cc1ccccc1)C1=NCCS1)c1ccc(Cl)cc1,-1.1,7,-2.9,-3.3,4,0,2,0.2,-1
COc1ccc(CNC(=O)COC(=O)c2ccc(Br)cc2)cc1,-0.8,-6,-0.1,-1.2,26,0,3,-0.9,-3
Cc1noc(C)c1COC(=O)C1CCN(S(=O)(=O)c2ccc(F)cc2)CC1,-1.9,-9,1.4,-1.1,-7,1,-1,1.5,12
Cc1ccc(NC(=O)CCC(=O)c2ccc(Cl)s2)nc1,0.4,-4,-0.6,-1.0,10,-9,1,0.0,1
Cc1nnc(Nc2ccc(Cl)cc2)n(N)c1=O,0.1,-4,x,-2.3,12,4,0,-0.6,5
CN1/C(=C/C(=O)COC(=O)C2COc3ccccc3O2)C(C)(C)c2ccccc21 (configuration not stated),0.3,7,-0.5,0.3,9,4,18,0.3,4
COC(=O)C1CCN(c2cc(=O)n(-c3ccccc3Cl)c(=O)[nH]2)CC1,-1.3,4,x,-2.1,-8,0,1,0.0,0
S=C1NCCC12C(=S)Nc1ccccc12 (configuration not stated),-0.3,-2,1.7,-0.6,-5,-5,5,-1.0,-6
COc1ccc(C2CC3CC(c4ccccc4)N2O3)cc1 (configuration not stated),0.0,-10,x,-1.6,5,9,5,1.0,-3
O=C(Nc1ccc(Cl)cn1)c1cccc(S(=O)(=O)N2CCCC2)c1,0.1,-2,0.8,0.2,6,-18,10,-3.3,-4
CCCCOC(=O)C[N+](C)(C)CCOC1CC2CCC1(C)C2(C)C (configuration not stated),-0.7,10,0.7,0.7,-3,-1,0,-0.2,-1
O=C(Nc1ccc(O)c(C(=O)O)c1)c1cccc(NC(=O)c2ccco2)c1,1.7,5,-1.4,-2.1,20,-5,-11,-2.2,-14
CCN1CCCc2cc(CN(CCN3CCOCC3)C(=O)Nc3ccc(C)c(C)c3)ccc21,-0.5,2,x,-2.5,3,-9,33,-1.8,-2
O=C(CC1OC(=O)c2ccccc21)Nc1cccc(S(=O)(=O)N2CCCCCC2)c1 (configuration not stated),2.2,-5,1.2,0.5,0,-4,40,0.2,2
N=c1sccn1CC(=O)Nc1ccc(S(N)(=O)=O)cc1,0.9,-5,-0.4,-1.9,1,-5,3,-0.7,-2
Cn1cc(C(=O)NCCN2CCN(c3cccc(Cl)c3)CC2)c2c3ccccc3n(C)c2c1=O,-0.5,-2,x,-0.7,-14,-2,-4,-0.8,-3
CN(C)C(=O)CCc1ccc2c3c([nH]c2c1)[C@]1(CCc2ccccc2)[C@@H](C(=O)N2CCCCC2)C[C@H](CC(=O)NCCCn2ccnc2)C(=O)N1CC3,-1.1,-2,0.3,-1.9,3,-5,5,0.1,-10
CCCCNC(=O)C1c2ccccc2OCC(=O)N1Cc1ccc2c(c1)OCO2 (configuration not stated),x,0,-0.8,x,-8,-7,x,0.4,-4
NCCc1ccc(S(N)(=O)=O)cc1,-0.2,-6,0.3,-0.6,5,-5,4,0.0,2
Cc1[nH]n(-c2cccc(Cl)c2)c(=O)c1C=NC12CN3CN(CN(C3)C1)C2,-1.6,3,x,0.0,6,1,3,-0.4,-4
COc1cc(C(=O)Nc2ccccc2N2CCOCC2)ccc1OCC(=O)N1CCOCC1,-0.8,-6,0.9,-0.7,6,u,15,5.3,-2
CC(CCc1ccccc1)NC(=O)CC(C)c1ccccc1 (configuration not stated),-0.6,7,-1.9,-3.1,20,u,9,-1.0,12
Cc1cc(OCC(=O)N(C)C2CCCCC2)ccc1Cl,1.3,11,-0.4,-1.9,-2,-8,23,-0.7,-9
Clc1ccc(-c2nnc(CSc3nnc(-c4cccs4)n3Cc3ccccc3)o2)cc1,4.4,20,0.8,-4.2,2,1,40,-0.2,-1
Cc1cccc2cc(CN(Cc3ccccc3)C(=O)c3cccc(F)c3)c(Cl)nc12,3.4,-1,x,-4.7,2,-10,11,-0.1,-3
CCOC(=O)NCN1C(=O)C2C3C=CC(C3)C2C1=O (configuration not stated),-0.4,0,x,0.0,-1,3,-3,-1.0,-4
c1ccc(-c2ccc(SCc3cccnc3)nn2)nc1,259*,-5,1.9,0.8,0,-1,5,-0.6,-5
O=Cc1cn(Cc2ccccc2F)c2ccccc12,0.6,2,0.7,-5.2,7,4,-9,0.7,5
Cc1cccc(N2CC(C(=O)Nc3nnc(SCCC4OCCO4)s3)CC2=O)c1 (configuration not stated),-0.9,5,1.4,-1.5,1,-3,9,-0.2,0
COc1ccccc1N1CCN(C(=S)Nc2ccc3nc(N4CCOCC4)cc(C)c3c2)CC1,-0.9,-8,x,-2.3,-22,-2,13,0.5,-2
N#Cc1c2ccccc2nc2ccccc12,4.3,-10,0.7,-0.9,-11,8,6,2.7,2
N#C[C@H](O[C@@H]1O[C@H](CO[C@@H]2O[C@H](CO)[C@@H](O)[C@H](O)[C@H]2O)[C@@H](O)[C@H](O)[C@H]1O)c1ccccc1,-0.7,5,1.6,0.3,2,3,-10,0.3,11
CCCCCCCCN1C(=O)[C@H](CC(=O)N2CCN(C(=O)c3ccco3)CC2)C[C@@]2(C(=O)OCC)CCCC=C12,x,7,0.4,x,19,12,x,0.6,8
Cc1ccc(CN2CCC(N3CC(C)OC(C)C3)CC2)cc1 (configuration not stated),10,9,0.9,x,-9,20,5,1.3,1
Cn1c(=O)c2cc(S(=O)(=O)NCCC(=O)NCCc3ccc(Cl)cc3)ccc2n(C)c1=O,-1.9,5,x,-2.3,-8,-5,-5,-2.1,0
COc1ccccc1CNC(=O)COC(=O)Cc1ccc(Cl)cc1,-0.2,7,0.8,-1.0,11,-2,5,0.0,2
COc1ccc2oc(C(=O)OCC(=O)N(C)CC(=O)Nc3ccc(F)cc3)c(C)c2c1,-0.2,6,1.4,0.1,0,0,9,-1.9,5
# (listing goes on)
SMILES,PfHsp40 yeast,PrPC surface inh,TcdB GH inh,FadD28 binding,CCHF vOTU inh,BoNT-F LC inh,Y pestis TopoI,BoNT A protease,Anthrax LF inh2
Cc1nc(N2CCOCC2)c2oc3ccccc3c2n1,-0.5,-6,x,0.0,0,-3,-11,0.0,4
CCCCC/C(=N\NC(=O)Nc1ccccc1)c1ccccc1,0.3,-3,0.8,-1.7,4,-7,-5,-0.2,-12
CCc1ccc(C(=O)NNC(=O)c2ccc(OCC(=O)N3CCOCC3)c(OC)c2)cc1,-0.4,4,-12,0.8,19,6,-2,-0.8,0
Cc1cc(C(=O)CCC(=O)Nc2cccc(F)c2)c(C)s1,x,7,-1.0,-0.9,-1,-4,9,-0.2,1
N#C/C(=C\c1ccc(F)c(F)c1)C(=O)NC1CCCCC1,-2.0,2,-0.3,-2.1,-14,2,1,0.1,-2
CNc1cc(-c2ccc(OC)nc2)ncn1,x,-5,0.7,0.7,-6,0,10,-0.2,0
CCOc1ccc(NC(=S)NCCCN2CCOCC2)cc1,-1.1,-4,0.6,-2.8,1,0,6,0.0,0
C/C(=N\Nc1ncc(Cl)cc1Cl)c1ccc(N2CCOCC2)cc1,-1.5,-1,-1.5,-2.6,3,3,3,-0.6,-2
CCOC(=O)c1c(C)n(-c2ccc(C)cc2)c2c(CC(C)=O)c(Br)c(OC)c(O)c12,0.6,7,x,1.1,7,-4,0,-0.3,-8

# Some of the entries above, reformatted.
# Every second line gives: PfHsp40 yeast	PrPC surface inh	TcdB GH inh	FadD28 binding	CCHF vOTU inh	BoNT-F LC inh	Y pestis TopoI	BoNT A protease	Anthrax LF inh2
Cc1nc(N2CCOCC2)c2oc3ccccc3c2n1
  -0.5	-6	x	0.0	0	-3	-11	0.0	4
CCCCC/C(=N\NC(=O)Nc1ccccc1)c1ccccc1
  0.3	-3	0.8	-1.7	4	-7	-5	-0.2	-12
CCc1ccc(C(=O)NNC(=O)c2ccc(OCC(=O)N3CCOCC3)c(OC)c2)cc1
  -0.4	4	-12	0.8	19	6	-2	-0.8	0
Cc1cc(C(=O)CCC(=O)Nc2cccc(F)c2)c(C)s1
  x	7	-1.0	-0.9	-1	-4	9	-0.2	1
N#C/C(=C\c1ccc(F)c(F)c1)C(=O)NC1CCCCC1
  -2.0	2	-0.3	-2.1	-14	2	1	0.1	-2
CNc1cc(-c2ccc(OC)nc2)ncn1
  x	-5	0.7	0.7	-6	0	10	-0.2	0
CCOc1ccc(NC(=S)NCCCN2CCOCC2)cc1
  -1.1	-4	0.6	-2.8	1	0	6	0.0	0
